# Screening data (PubChem BioAssay)
# Yp Topo-I inh – Yersinia pestis topoisomerase I inhibitors, primary screen, biochemical, cleavage product accumulation, plate reader, single point; actives 0.064% (n = 360,000); activity, % at 10 µM; Y. pestis Topo-I cleavage product accumulation; in the data active = activity above about 50%, passing the limit was not always enough; also: inactives centre near 2
# VHR inh abs – VHR1 phosphatase inhibitors, primary screen, biochemical, absorbance, uHTS; Dual specificity protein phosphatase 3 (Homo sapiens), P51452; recombinant VHR phosphatase, pNPP absorbance; inhibition, % at 13.3 µM; actives 0.52% (n = 290,000); in the data active = inhibition above about 50%; also: some compounds called inactive have numbers as strong as hits
# Rv3671c protease – Rv3671c serine protease inhibitors, primary screen, biochemical, fluorescence polarization, M. tuberculosis H37Rv; inhibition, % at 5.96 µM; P9WHR9; actives 0.048% (n = 320,000); in the data active = inhibition above about 38%;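 also: extracellular domain of Rv3671c used as enzyme; 0% = enzyme with DMSO and 100% = no enzyme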
# BH1578 lux ind – inducers of Vibrio cholerae quorum light production without autoinducers, primary screen, BH1578 luxS cqsA deficient, single point; V. cholerae BH1578 lux reporter, luminescence, 6 h; activation, % at 18.7 µM; AID 588436, 2011; actives 0.16% (n = 350,000); in the data active = activation mostly above about 9.7%, no sharp cut-off; also: not every result past the cut was called active; inactives centre near 0; reference of the scale not given here
# TcdB inh – TcdB glycohydrolase inhibitors, primary screen, biochemical, single point, plate reader. TcdB glycohydrolase enzymatic assay. inhibition, % at 9.99 µM. actives 0.24% (n = 350,000); in the data active = inhibition above about 10%
# Target sequence (P18177 whole entry, looked up): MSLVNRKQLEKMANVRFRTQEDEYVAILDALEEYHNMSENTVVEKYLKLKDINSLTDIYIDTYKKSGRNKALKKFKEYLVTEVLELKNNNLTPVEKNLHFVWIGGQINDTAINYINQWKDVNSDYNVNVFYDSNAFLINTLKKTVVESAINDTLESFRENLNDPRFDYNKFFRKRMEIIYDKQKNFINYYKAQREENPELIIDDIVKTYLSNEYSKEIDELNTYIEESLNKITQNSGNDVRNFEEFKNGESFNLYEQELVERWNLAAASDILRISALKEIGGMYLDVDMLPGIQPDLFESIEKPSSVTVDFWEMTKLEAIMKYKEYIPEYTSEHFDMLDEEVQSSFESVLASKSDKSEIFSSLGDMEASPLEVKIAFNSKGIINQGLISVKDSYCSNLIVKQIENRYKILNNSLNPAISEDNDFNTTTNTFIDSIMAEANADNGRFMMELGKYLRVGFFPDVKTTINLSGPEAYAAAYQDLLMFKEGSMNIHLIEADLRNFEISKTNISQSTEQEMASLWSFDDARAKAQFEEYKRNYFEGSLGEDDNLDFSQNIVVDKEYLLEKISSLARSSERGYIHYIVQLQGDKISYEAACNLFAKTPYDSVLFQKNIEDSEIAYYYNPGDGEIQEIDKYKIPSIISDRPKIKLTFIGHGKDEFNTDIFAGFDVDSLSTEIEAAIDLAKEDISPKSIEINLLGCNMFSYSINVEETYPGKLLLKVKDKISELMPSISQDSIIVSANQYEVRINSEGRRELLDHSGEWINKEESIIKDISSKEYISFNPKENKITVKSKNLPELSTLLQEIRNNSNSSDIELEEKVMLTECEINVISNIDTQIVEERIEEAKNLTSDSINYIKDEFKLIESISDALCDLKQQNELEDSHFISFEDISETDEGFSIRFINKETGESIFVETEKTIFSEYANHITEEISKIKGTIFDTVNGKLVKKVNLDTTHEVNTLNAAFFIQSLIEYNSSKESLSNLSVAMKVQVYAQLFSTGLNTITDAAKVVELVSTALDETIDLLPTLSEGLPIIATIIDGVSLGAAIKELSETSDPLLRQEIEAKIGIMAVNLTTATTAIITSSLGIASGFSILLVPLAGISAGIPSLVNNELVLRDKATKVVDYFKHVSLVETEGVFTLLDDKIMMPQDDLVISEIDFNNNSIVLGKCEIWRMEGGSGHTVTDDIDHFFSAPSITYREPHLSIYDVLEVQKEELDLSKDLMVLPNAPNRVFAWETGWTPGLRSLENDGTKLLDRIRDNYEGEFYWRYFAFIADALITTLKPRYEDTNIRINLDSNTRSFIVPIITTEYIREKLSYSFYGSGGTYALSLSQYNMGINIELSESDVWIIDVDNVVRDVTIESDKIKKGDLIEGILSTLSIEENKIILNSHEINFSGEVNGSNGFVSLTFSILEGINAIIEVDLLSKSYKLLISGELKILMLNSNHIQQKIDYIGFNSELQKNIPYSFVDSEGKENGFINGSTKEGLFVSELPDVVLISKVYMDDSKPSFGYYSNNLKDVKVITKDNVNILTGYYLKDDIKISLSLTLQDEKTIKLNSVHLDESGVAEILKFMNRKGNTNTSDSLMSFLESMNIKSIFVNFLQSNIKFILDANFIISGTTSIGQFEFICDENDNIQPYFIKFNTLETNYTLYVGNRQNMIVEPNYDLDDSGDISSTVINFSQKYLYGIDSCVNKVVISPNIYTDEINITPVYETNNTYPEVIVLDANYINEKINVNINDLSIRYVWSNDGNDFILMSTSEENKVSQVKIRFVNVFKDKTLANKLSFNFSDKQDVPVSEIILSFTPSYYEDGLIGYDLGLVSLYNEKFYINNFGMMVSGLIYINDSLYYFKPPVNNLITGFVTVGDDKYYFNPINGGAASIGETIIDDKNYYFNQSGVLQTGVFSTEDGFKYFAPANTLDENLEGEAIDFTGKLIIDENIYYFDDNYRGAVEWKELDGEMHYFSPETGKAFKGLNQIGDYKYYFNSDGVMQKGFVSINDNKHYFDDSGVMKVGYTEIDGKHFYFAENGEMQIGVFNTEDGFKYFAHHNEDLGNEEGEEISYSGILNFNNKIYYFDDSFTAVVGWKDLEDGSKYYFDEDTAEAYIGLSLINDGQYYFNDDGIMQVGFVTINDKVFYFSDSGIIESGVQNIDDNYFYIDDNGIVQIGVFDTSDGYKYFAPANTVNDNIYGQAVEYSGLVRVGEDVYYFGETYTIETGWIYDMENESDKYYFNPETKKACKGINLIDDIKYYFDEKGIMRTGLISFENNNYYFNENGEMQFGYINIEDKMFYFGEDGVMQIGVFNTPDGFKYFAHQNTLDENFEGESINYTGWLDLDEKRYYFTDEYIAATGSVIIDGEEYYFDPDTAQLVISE
# MazF activator – activators of E. coli MazEF toxin-antitoxin RNase, primary screen, biochemical, fluorescence, uHTS | Endoribonuclease toxin MazF (Escherichia coli (strain K12)), P0AE70 | FAM/BHQ RNA-DNA oligo cleavage fluorescence, 5 h | activation, % at 20 µM | AID 504720, 2011 | actives 0.32% (n = 350,000); in the data active = activation above about 50%
# CCHFV vOTU inh – CCHFV vOTU protease inhibitors, primary screen, biochemical, Pep-AMC substrate, fluorescence; Crimean-Congo hemorrhagic fever virus L polyprotein viral ovarian tumor (vOTU) protease …; inhibition, % at 11.5 µM; actives 0.55% (n = 370,000); in the data active = inhibition above about 30%; also: 0% = vehicle wells with enzyme and 100% = no enzyme wells
# SSB-PriA inh – inhibitors of Klebsiella pneumoniae PriA binding to SSB C-terminal tail, primary screen, biochemical, AlphaScreen; AlphaScreen SSBct-PriA binding, biotinylated peptide; actives 0.6% (n = 430,000); AID 1272365, 2023; inhibition, % at 33 µM; PriA–SSB C-terminal tail interaction (Klebsiella pneumoniae); in the data active = inhibition mostly above about 37%, no sharp cut-off; inactive = mostly below about 20%;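 also: plate controls were negative control peptide for no effect and reference peptide for full effect; strong numbers were not always called active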
# PrPC surface inh – inhibitors of human cell surface prion protein PrPC, primary screen, cell-based, TR-FRET; TR-FRET read-out; inhibition, % at 13.8 µM; actives 0.43% (n = 370,000); in the data active = inhibition above about 24%; also: 0% = median of the test wells and 100% = reference compound wells
# 3CLpro inhibitor – SARS-CoV 3CLpro protease inhibitors, primary screen, biochemical, quenched FRET; Replicase polyprotein 1ab (Severe acute respiratory syndrome coronavirus), P0C6X7; recombinant SARS-CoV 3CLpro, quenched FRET peptide cleavage; inhibition, % at 6 µM; actives 0.14% (n = 290,000); AID 1706, 2009; in the data active = inhibition above about 12%
# * hit, by the source's call; i = inactive; / = not tested or not shown; & = joins results of further samples.
mol,Yp Topo-I inh,VHR inh abs,Rv3671c protease,BH1578 lux ind,TcdB inh,MazF activator,CCHFV vOTU inh,SSB-PriA inh,PrPC surface inh,3CLpro inhibitor
CCCCS(=O)(=O)c1sc2nc3c(cc2c1N)CCCC3,18,-4,8,-0.2,/,-14,-5,-2,10,-2
Cc1ccc(C(=S)NCS(=O)(=O)c2ccc(C)cc2)cc1,6,23,0,i,/,2,6,5,1,-4
Cc1ccc2[nH]cc(CCNC(=O)c3ccco3)c2c1,-7,26,4,-0.1,3.3,30,2,13,-3,-1
CCOC(=O)c1[nH]c2ccc(C)cc2c1N,-3,8,5,i,/,7,-10,5,4,-3
CCC(=O)OCC(=O)c1cc(C)n(-c2ccc(Br)cc2)c1C,1,11,2,-3.3,7.4,-20,-6,10,7,2
CCC(CC)C(=O)NCCc1cc2ccc(C)cc2[nH]c1=O,9,3,6,-0.3,0.0,0,0,-9,-1,-5
Cc1cc(=O)[nH]c(/N=C(\N)Nc2ccc(SC(F)F)cc2)n1,2,10,-1,-0.6,1.9,6,2,/,-5,5
COc1ccc(CCNC(=O)CCCOc2cccc(C)c2C)cc1OC,4,26,11,i,-0.2,-6,-8,0,3,-3

# Some of the entries above in a different format:
# Screens in order – Yp Topo-I inh	VHR inh abs	Rv3671c protease	BH1578 lux ind	TcdB inh	MazF activator	CCHFV vOTU inh	SSB-PriA inh	PrPC surface inh	3CLpro inhibitor
Cc1ccc(C(=S)NCS(=O)(=O)c2ccc(C)cc2)cc1
 : 6	23	0	i	/	2	6	5	1	-4
Cc1ccc2[nH]cc(CCNC(=O)c3ccco3)c2c1
 : -7	26	4	-0.1	3.3	30	2	13	-3	-1
CCOC(=O)c1[nH]c2ccc(C)cc2c1N
 : -3	8	5	i	/	7	-10	5	4	-3
CCC(=O)OCC(=O)c1cc(C)n(-c2ccc(Br)cc2)c1C
 : 1	11	2	-3.3	7.4	-20	-6	10	7	2
CCC(CC)C(=O)NCCc1cc2ccc(C)cc2[nH]c1=O
 : 9	3	6	-0.3	0.0	0	0	-9	-1	-5

# Continuation.
mol,Yp Topo-I inh,VHR inh abs,Rv3671c protease,BH1578 lux ind,TcdB inh,MazF activator,CCHFV vOTU inh,SSB-PriA inh,PrPC surface inh,3CLpro inhibitor
O=C(NCCN1CCOCC1)c1cc(Sc2cccc(Cl)c2)nc2ccccc12,-7,21,-6,-2.7,/,-7,13,-2,-5,1
Cc1cc(C)c2sc(N(CCCN(C)C)C(=O)c3ccc(Br)s3)nc2c1,2,15,6,i,-0.2,-6,31*,2,10,-1
Cc1ccc(C)c(NC(=O)CSc2nnc(-c3ccccc3)o2)c1,12,24,3,-0.4,0.4,12,2,6&2,-7,-3
COC(=O)c1ccc(COc2ccc(/C=N/Nc3nc(C)cc(=O)[nH]3)cc2)cc1,-9,5,-2,-4.8,-0.5,-17,-4,/,2,-2
COc1ccc(C(O)c2cc(OC)ccc2OP(=O)(N(C)C)N(C)C)cc1 (stereo unspecified),7,-4,1,0.0,/,2,-15,-11,-6,1
Cc1cccc(/C=C/c2ccccc2)n1,-9,/,/,-0.4,0.8,/,3,/,0,/
COc1ccc(OCc2nc(N)nc(Nc3ccccc3)n2)cc1,1,-8,0,-6.2,/,-2,2,-10,-7,2
CCCCc1ccc(NC(=S)NCCc2ccc(S(N)(=O)=O)cc2)cc1,-11,8,-6,4.2,0.3,3,4,-2,-2,6
COC(=O)c1ccccc1NC(=O)c1cccc(NC(=O)c2ccc(Br)o2)c1C,2,-8,-7,5.3,/,-5,-8,1,-4,0
CCOc1ccc(N(CC(=O)NN=C2CCCC2)S(C)(=O)=O)cc1,4,20,-2,-0.3,0.0,-1,-8,-8,0,4
CCOC(=O)C1=C(O)/C(=C/c2ccc(OCC(=O)O)c(OC)c2)SC1=Nc1ccc(OC)cc1,9,2,-1,-0.2,-0.3,-1,0,2,-19,2
CC(=O)N1CCSc2ccc(S(=O)(=O)NCCc3ccc(C)cc3)cc21,-6,14,-2,-0.3,0.4,13,-5,-5,6,1
CC(=O)NCCNC(=O)[C@H](Cc1ccccc1)NC(=O)c1cccs1,5,27,4,i,/,10,-6,-4,-1,3
COc1ccccc1C(=O)C(O)c1ccccc1OC (stereo unspecified),0,-5,-1,i,/,2,-6,-11&-17,0,-4
C=C[C@H](CC(C)C)N(Cc1ccccc1)S(=O)(=O)N(Cc1ccccc1)[C@@H](C=C)CC(C)C,12,/,0,i,1.0,-3,-2,-15,-1,/
COc1cc(/C=N\Nc2nc(-c3cccs3)c(NC(C)=O)s2)ccc1O,-18,12,-3,-0.4,0.3,5,-1,/,-2,-3

# In the list so far, two have a furan ring, fused or not:
mol,Yp Topo-I inh,VHR inh abs,Rv3671c protease,BH1578 lux ind,TcdB inh,MazF activator,CCHFV vOTU inh,SSB-PriA inh,PrPC surface inh,3CLpro inhibitor
Cc1ccc2[nH]cc(CCNC(=O)c3ccco3)c2c1,-7,26,4,-0.1,3.3,30,2,13,-3,-1
COC(=O)c1ccccc1NC(=O)c1cccc(NC(=O)c2ccc(Br)o2)c1C,2,-8,-7,5.3,/,-5,-8,1,-4,0

# Going on with the list.
mol,Yp Topo-I inh,VHR inh abs,Rv3671c protease,BH1578 lux ind,TcdB inh,MazF activator,CCHFV vOTU inh,SSB-PriA inh,PrPC surface inh,3CLpro inhibitor
COc1ccc(Cl)cc1NC(=O)CSc1nnc(CN2CCOCC2)n1-c1ccc(Cl)cc1,11,-16,-3,3.8,/,-4,5,-10,-5,-2
Nc1ccccc1C(=O)OCC(=O)N1CCc2ccccc21,-6,19,/,i,0.9,4,-28,-1,4,6
CC(C)(C)Cc1c(-c2ccccc2)nc2ccc(Br)cn12,0,/,/,0.5,-0.1,0,5,/,-1,/
CCN(CC)S(=O)(=O)c1ccc(NC(=O)COC(=O)c2cnc(C)cn2)cc1,3,7,-3,-0.1,2.0,3,2,-9,-7,-1

# This is a subset; the hit share may differ from the screen's.
